Peg3 prom inh: reduces Peg3 promoter-driven luciferase expression in HeLa; hit rate 1.7% among 360,000; inhibition, % at 20 µM; AID 588405; HeLa PEG-Prom luciferase reporter, luminescence, overnight;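 active means inhibition of at least 50% at 20 µM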
TRPM1 prom inh: inhibitors of MITF-driven TRPM1 promoter in melanoma cells. inhibition, % at 12.5 µM. AID 488899. SK-MEL-5 TRPM1 promoter luciferase, 24 h. hit rate 0.83% among 330,000;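 active means mean inhibition across replicates of 60% or more, whatever share of single replicates reaches that level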; further: values of inactives mirror those of a sister screen read the other way
hiPSC survival: hiPSC single-cell survival enhancement; ATPlite luminescence; 100% = ROCK inhibitor wells, 0% = DMSO; survival enhancement, % at 20 µM; hit rate 0.044% among 360,000; AID 602274; in the data active means survival enhancement above about 18%;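 further: cells exposed to compounds for 16 hours before the ATP read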
HIF-2a block: HIF-2a inhibition | AID 624352 | 786-0 RCC cells HIF-2a reporter, luciferase luminescence, overnight | inhibition, % at 18.8 µM | hit rate 0.72% among 360,000;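 active means inhibition of the luminescence signal of 40% or more relative to plate controls, in a single-dose primary screen at 18.75 µM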
aDG glyco act: alpha-DG glycosylation activation; Pro5-aDG cells, alpha-DG glycosylation AlphaScreen (IIH6); 0% Pro5, 100% B10-LARGE cell signal; activation, % at 10 µM; hit rate 0.22% among 360,000;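 active means activation of at least 8% versus controls, or a plate z-score of at least 8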;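 further: Pro5 are CHO cells carrying HIG-tagged alpha-DG that lacks glycosylation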
Vif inh: HIV Vif inhibition; inhibition, % at 7.49 µM; HEK293T cells, Vif self-association by quenched fluorescence, imaging, 24 h; AID 602346; hit rate 0.35% among 340,000; in the data active means inhibition above about 50%, passing the limit was not always enough; further: some results filed as inactive read as strong as hits
Granule exo inh: blocks lytic granule exocytosis; TALL-104 LAMP-1 surface exposure, flow cytometry; cells stimulated with thapsigargin and PMA; inhibition, % at 10 µM; hit rate 0.66% among 360,000;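 active means inhibition above about 55%, limit read from the data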
CaV13 FRET inh: Disruptors of the CACNA1D IQ motif to Ca2+-dependent inactivation inhibitor domain association, primary screening, Förster resonance energy transfer in intact living …; AID 743397; hit rate 0.098% among 340,000; inhibition, % at 12.3 µM; HEK cells, CFP/YFP FRET ICDI-IQ, plate reader, 10 min; percent FRET-ratio fall versus neutral wells;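 active means mean replicate inhibition of at least 30% and at least 1% of replicates passing that level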;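 further: 0% = median of the neutral control wells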
NR2E3 ag-1: activates human NR2E3 receptor; CHO-S Gal4-NCOR/VP16-NR2E3 two-hybrid, luciferase; inhibition of corepressor binding, % at 3.98 µM; hit rate 0.35% among 360,000; AID 602229; Q9Y5X4;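 active means inhibition above the mean of all tested compounds plus 3 SD, cut at about 70% in these data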;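 further: 0% = DMSO with NR2E3 transfected cells and 100% = cells lacking NR2E3 construct; higher means lower luciferase signal from less NR2E3 corepressor binding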
Target sequence (Q9Y5X4 whole entry, looked up, the tested form may be a part): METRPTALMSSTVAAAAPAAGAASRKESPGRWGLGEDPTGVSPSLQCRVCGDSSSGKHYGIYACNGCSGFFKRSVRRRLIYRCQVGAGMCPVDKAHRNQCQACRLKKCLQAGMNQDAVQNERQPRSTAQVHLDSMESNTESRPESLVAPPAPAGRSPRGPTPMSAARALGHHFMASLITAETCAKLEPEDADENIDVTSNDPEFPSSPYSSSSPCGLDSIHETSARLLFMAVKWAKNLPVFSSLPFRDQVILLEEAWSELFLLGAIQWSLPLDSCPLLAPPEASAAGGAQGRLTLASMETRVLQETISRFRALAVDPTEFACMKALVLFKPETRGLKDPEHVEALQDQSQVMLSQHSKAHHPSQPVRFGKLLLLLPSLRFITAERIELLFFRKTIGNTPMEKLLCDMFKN
NR2E3 ag-2: NR2E3 (human) agonism; GST-NR2E3/biotin-RetCOR TR-FRET, 1536-well; inhibition of corepressor binding, % at 4.78 µM; Q9Y5X4; hit rate 0.12% among 320,000; AID 2300;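 active means percent inhibition above the cutoff of mean plus 3 SD of all tested compounds, set per screening campaign, cut at about 20% in these data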;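 further: 0% = DMSO wells and 100% = biotin wells as full block of FRET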
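system = GST-tagged NR2E3 plus biotinylated RetCOR corepressor | input = 1.35 nM GST-NR2E3 | also added = 7 nM biotin-RetCOR | schedule = 5 h incubation at 4 °C | measured by = TR-FRET with europium anti-GST and streptavidin-D2, 340 nm excitation | read-out = percent loss of FRET ratio relative to control wells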
PDI inh: blocks human protein disulfide isomerase activity; PDI insulin aggregation turbidity, A650, 90 min; AID 588391; inhibition, % at 10 µM; hit rate 0.052% among 350,000;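 active means mean inhibition across replicates of 30% or more, whatever share of single replicates reach that level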;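 further: absorbance from insulin aggregation driven by PDI reduction with DTT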
Target sequence (P07237 whole entry, looked up): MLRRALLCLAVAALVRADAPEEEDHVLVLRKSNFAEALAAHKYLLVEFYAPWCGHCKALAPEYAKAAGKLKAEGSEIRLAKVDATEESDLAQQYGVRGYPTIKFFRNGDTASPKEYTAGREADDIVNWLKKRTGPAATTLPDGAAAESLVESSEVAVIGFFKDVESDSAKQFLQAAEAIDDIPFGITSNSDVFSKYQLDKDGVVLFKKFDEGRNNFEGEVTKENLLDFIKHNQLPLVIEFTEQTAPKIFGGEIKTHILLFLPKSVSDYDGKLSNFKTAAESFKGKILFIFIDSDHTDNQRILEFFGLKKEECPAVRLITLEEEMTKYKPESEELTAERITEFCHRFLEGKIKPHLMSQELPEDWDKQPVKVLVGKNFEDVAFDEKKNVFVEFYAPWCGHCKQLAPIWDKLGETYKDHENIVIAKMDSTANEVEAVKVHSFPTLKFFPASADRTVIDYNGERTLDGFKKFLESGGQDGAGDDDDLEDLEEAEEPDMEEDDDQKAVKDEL
* marks the source's active call; other numbers are inactive results; · = not tested or not shown. Hits appear at their usual frequency, and some 3.5% of all compounds hit somewhere here.

SMILES	Peg3 prom inh	TRPM1 prom inh	hiPSC survival	HIF-2a block	aDG glyco act	Vif inh	Granule exo inh	CaV13 FRET inh	NR2E3 ag-1	NR2E3 ag-2	PDI inh
O=C(Nc1ccc(OC(=O)c2cccs2)cc1)c1ccco1	-45	-12	-5.3	-32	0.7	5	-2	-4	7	1	1
CC(C)CNC(=O)c1c(F)c(F)c(F)c(F)c1F	10	10	2.6	10	0.1	-7	1	-5	-1	-1	2
COc1ccc([N+](=O)[O-])cc1NC(=O)C(C)OC(=O)Cn1[nH]c(=O)c2ccccc2c1=O (stereo unspecified)	1	-1	0.5	13	-0.1	-8	-14	-6	9	0	0
COCC(C)n1c(C)cc(C(=O)Cn2nc(C(=O)O)c3ccccc3c2=O)c1C (stereo unspecified)	-6	-13	-1.1	-36	-0.1	4	-2	-2	-30	1	2
O=C(CCn1ccc2cc(S(=O)(=O)N3CCCC3)ccc21)NCCc1ccccc1	12	-5	-0.5	-3	2.6	10	-2	-3	-39	2	-4
CCCCSc1nnc(CCCCCNC(=O)OC(C)(C)C)o1	5	7	-1.8	3	0.2	1	-1	-5	7	-4	-1
C=CCn1cc(C(=O)NCc2ccc3c(c2)OCO3)c(=O)c2cc(S(=O)(=O)N(CC)CC)ccc21	26	-1	1.7	18	0.0	-3	-6	-8	-16	·	7
Cc1ccc(N(CC(=O)Nc2ccc(-c3nc4ccc(C)cc4s3)cc2)S(C)(=O)=O)cc1	-320	-47	-3.3	-238	2.1	0	0	·	-101	-2	3
COCCNC(=O)C(c1cccc(OC)c1)N(C(=O)Cn1nnc2ccccc21)c1cccnc1 (stereo unspecified)	3	-5	-1.2	-3	0.1	6	-2	-2	-19	2	0
COc1ccccc1-c1nnc2sc(COc3ccc(F)cc3)nn12	14	8	-0.2	4	1.1	-7	1	·	13	1	1
CCn1c(C(C)NC(=O)Cc2ccccc2)nc2ccccc21 (stereo unspecified)	1	3	-0.6	4	0.0	-2	1	-5	11	1	2
CCS(=O)(=O)c1ccc2oc(Nc3ccccc3Br)nc2c1	-268	-92	-0.3	-320	-0.1	-6	-2	-2	-92	2	4
Cn1ncc(Cl)c(Oc2ccc(Cl)cc2)c1=O	-6	0	-0.1	2	1.1	2	-6	-6	-19	0	5
Cc1ccccc1S(=O)(=O)NC(=O)C1(C)CCN1C(=O)c1ccccc1CCc1ccccc1 (stereo unspecified)	6	·	-0.7	10	1.1	3	-3	-10	-2	·	8
[O-][n+]1cccc2c(Br)cc(Br)c(O)c21	27	22	-0.6	8	-0.2	-4	-2	3	-29	-4	4
Cc1nc2ccc(NC(=O)c3nn(C(C)C)c(=O)c4ccccc34)cc2s1	-13	0	-0.1	-33	-0.1	4	-6	-6	-26	4	-5
COc1cccc(C2NC(=O)NC(C)=C2C(=O)Nc2cccc(C)c2C)c1 (stereo unspecified)	12	3	-0.2	23	-0.4	·	5	-5	15	-5	-20
CC(C)Oc1ccc(C(=O)NCC(=O)O)cc1	9	-2	-0.7	11	0.0	-4	-6	-2	1	7	-4
Cc1ccc(C(=O)C2C(c3cccs3)NC(=O)NC2(O)C(F)(F)F)cc1 (stereo unspecified)	-6	7	0.9	5	-0.1	-3	0	1	-4	1	-4
COCC1OS(=O)(=O)NC(CC(=O)SC(C)(C)C)C1C (stereo unspecified)	-1	10	1.4	-4	-0.1	-1	-5	-4	16	0	9
Cc1cc(C(=S)N2CCOCC2)c(C)n1-c1ccc(Cl)cc1	13	7	1.3	4	0.0	8	2	-5	8	2	-1
C=CCc1c(C)nc(SC)nc1Nc1ccccc1	8	5	0.8	11	0.0	-7	2	-4	-13	2	-8
O=C(NC1CC1)c1ccc(NC(=O)C2CCCCC2)cc1	-24	-8	-0.2	-25	-0.1	·	1	-4	12	·	-3
CC1CC(C)CN(C(=O)COC(=O)c2ccc3c(c2)OCO3)C1 (stereo unspecified)	-132	-20	-0.3	-40	0.0	1	7	-5	-40	0	-8
CCN(CC)CCNC(=O)CNC(=O)c1nn(-c2ccc(OC)cc2OC)c(=O)c2ccccc12	7	8	0.0	12	-0.1	4	-2	-20	15	1	-3

For convenience, two of the compounds above.
SMILES	Peg3 prom inh	TRPM1 prom inh	hiPSC survival	HIF-2a block	aDG glyco act	Vif inh	Granule exo inh	CaV13 FRET inh	NR2E3 ag-1	NR2E3 ag-2	PDI inh
CC1CC(C)CN(C(=O)COC(=O)c2ccc3c(c2)OCO3)C1 (stereo unspecified)	-132	-20	-0.3	-40	0.0	1	7	-5	-40	0	-8
CCN(CC)CCNC(=O)CNC(=O)c1nn(-c2ccc(OC)cc2OC)c(=O)c2ccccc12	7	8	0.0	12	-0.1	4	-2	-20	15	1	-3

Continued:
SMILES	Peg3 prom inh	TRPM1 prom inh	hiPSC survival	HIF-2a block	aDG glyco act	Vif inh	Granule exo inh	CaV13 FRET inh	NR2E3 ag-1	NR2E3 ag-2	PDI inh
N#CC(C#N)=C1C=C2C=C(N3CCCCCC3)CCC2CC1 (stereo unspecified)	29	-28	-1.2	21	-0.5	4	47	-32	-16	·	2
C#CCN(CC=C)C(=O)c1cccc(OC2CCN(S(C)(=O)=O)CC2)c1	13	-2	0.0	-10	0.0	-4	-1	-5	4	3	2
O=C(Cn1nnc2ccccc2c1=O)NC1CCCCC1	-61	-49	-0.6	-87	0.0	21	7	-7	-44	0	3
Cc1cc(C)n(-c2nc3ccccc3nc2N2CCN(S(=O)(=O)c3ccc(F)c(C)c3)CC2)n1	-69	3	-2.2	-5	0.1	4	-1	-7	-10	4	5
CCOC(=O)C1=NN(c2ccc(OC)cc2)C(c2ccccc2)CC1=O (stereo unspecified)	16	17	-1.1	9	0.1	-2	5	-5	-3	-1	0
O=c1c2ccccc2nc2n1C(CSc1ccc(Cl)cc1)CN2 (stereo unspecified)	3	-11	-2.6	2	0.0	0	-1	-7	-37	2	-5
COc1ccc(O)c(-c2cc(-c3cccs3)[nH]n2)c1	-197	-54	-1.9	-230	-0.3	-3	-2	-3	-51	6	12
O=C1c2ccccc2C(=O)N1CCC1(O)C(c2ccccc2)=Nc2ccccc21 (stereo unspecified)	-18	-13	0.2	-110	-0.2	·	6	-8	-93	·	2
Cc1cc2oc(=O)cc(-c3ccccc3)c2c(C)c1-c1ccc(OC(F)(F)F)cc1	7	23	0.0	9	-0.2	·	-2	-6	-11	·	-5
O=C(c1ccc(COc2ccccc2[N+](=O)[O-])o1)N1CCCCC1	-93	-25	1.4	-102	0.8	-1	1	-9	-55	3	2
O=C(NC1CCCCC1)N1CCNCC1	6	4	0.9	13	-0.1	-1	21	-3	13	·	-4
CCC(=O)Nc1cccc(NC(=O)c2cc3ccccc3o2)c1	-317	-57	-1.8	-280	1.1	17	-1	·	-114	-1	2
Cc1cc(C)c(OCC(=O)N2CCN(c3ncc(C(F)(F)F)cc3Cl)CC2)c(C)c1	-8	3	-0.5	-7	0.1	3	-3	-7	-7	-3	11
Cc1cc(=O)oc2cc(OCC(=O)N3CCOCC3)c(Cl)cc12	14	-9	1.0	1	0.0	17	1	-6	-39	·	9
c1ccc(C2C3=C(Nc4ncnn42)c2ccccc2CCC3)cc1 (stereo unspecified)	15	8	2.8	-19	-0.1	-4	-3	-8	15	-6	-1
CC(C)NC(=O)N(C)C[C@H]1Oc2ccc(NC(=O)c3ccncc3)cc2C(=O)N([C@H](C)CO)C[C@@H]1C	-114	-1	-2.8	8	0.2	9	-2	-5	-6	·	1
Nc1nc(SCC(=O)N2CCN(S(=O)(=O)c3ccc(Cl)cc3)CC2)n[nH]1	6	-3	-1.5	2	0.2	9	-4	-6	4	2	0
COC(CNc1ncnc2c1cnn2C)OC	-4	4	0.0	12	-0.1	-19	-1	·	-13	-1	-4
CC(CCc1ccccc1)NC(=O)COC(=O)c1cccc2ccccc12 (stereo unspecified)	3	-4	-0.3	-9	-0.1	-6	1	-15	-29	1	-8
COc1ccc2nc(-c3ccco3)c(-c3ccco3)nc2c1	-128	-39	-1.0	-139	0.1	-9	6	-7	-30	2	2
C/C(=N\N1CCN(c2ccccc2)CC1)c1ccc(O)cc1	-40	-14	-0.6	-18	0.0	4	6	-21	-32	·	3
CCN(CC)c1ccc(/C=N/OCC(=O)N2CCCc3ccccc32)cc1	26	8	1.0	-13	0.0	14	-2	-8	-18	-1	-3
CC1CCC(NC(=O)c2cc3c(s2)CCCC3)CC1 (stereo unspecified)	-347	-98	-0.3	-267	0.3	-4	-5	-2	-128	0	-2
CCCCCCNC(=O)C(C#N)c1nc2ccccc2nc1N1CCCC1 (stereo unspecified)	15	14	-1.9	23	0.1	-3	0	·	0	2	1
COc1cc(CNc2ccc3[nH]c(=O)[nH]c3c2)ccc1OCc1ccc(C)cc1	-135	-68	-0.6	-64	0.2	-8	6	-4	-119	·	-17
O=[N+]([O-])c1ccc(CSc2nnc(SCc3ccccc3)s2)cc1	-16	-16	-0.1	-24	-0.3	-15	-3	-3	-1	1	-9
O=C(CN1C(=O)S/C(=C\C=C\c2ccccc2)C1=O)N1CCCCC1	-59	-7	0.2	-72	0.0	-1	-2	·	1	1	-3

Entries of single compounds from above:
O=C1c2ccccc2C(=O)N1CCC1(O)C(c2ccccc2)=Nc2ccccc21 (stereo unspecified) is listed as Peg3 prom inh = -18; TRPM1 prom inh = -13; hiPSC survival = 0.2; HIF-2a block = -110; aDG glyco act = -0.2; Vif inh = ·; Granule exo inh = 6; CaV13 FRET inh = -8; NR2E3 ag-1 = -93; NR2E3 ag-2 = ·; PDI inh = 2
COC(CNc1ncnc2c1cnn2C)OC is listed as Peg3 prom inh = -4; TRPM1 prom inh = 4; hiPSC survival = 0.0; HIF-2a block = 12; aDG glyco act = -0.1; Vif inh = -19; Granule exo inh = -1; CaV13 FRET inh = ·; NR2E3 ag-1 = -13; NR2E3 ag-2 = -1; PDI inh = -4
O=c1c2ccccc2nc2n1C(CSc1ccc(Cl)cc1)CN2 (stereo unspecified) is listed as Peg3 prom inh = 3; TRPM1 prom inh = -11; hiPSC survival = -2.6; HIF-2a block = 2; aDG glyco act = 0.0; Vif inh = 0; Granule exo inh = -1; CaV13 FRET inh = -7; NR2E3 ag-1 = -37; NR2E3 ag-2 = 2; PDI inh = -5

Some of these compounds in order of length of the SMILES, high to low.
SMILES	Peg3 prom inh	TRPM1 prom inh	hiPSC survival	HIF-2a block	aDG glyco act	Vif inh	Granule exo inh	CaV13 FRET inh	NR2E3 ag-1	NR2E3 ag-2	PDI inh
C#CCN(CC=C)C(=O)c1cccc(OC2CCN(S(C)(=O)=O)CC2)c1	13	-2	0.0	-10	0.0	-4	-1	-5	4	3	2
O=C(c1ccc(COc2ccccc2[N+](=O)[O-])o1)N1CCCCC1	-93	-25	1.4	-102	0.8	-1	1	-9	-55	3	2
CCOC(=O)C1=NN(c2ccc(OC)cc2)C(c2ccccc2)CC1=O (stereo unspecified)	16	17	-1.1	9	0.1	-2	5	-5	-3	-1	0
CCCCSc1nnc(CCCCCNC(=O)OC(C)(C)C)o1	5	7	-1.8	3	0.2	1	-1	-5	7	-4	-1
